Nrf2 activator = qHTS of Nrf2 Activators; AREc32 ARE-luciferase reporter (MCF7-derived line), luminescence, 24 h; Potency, µM (series often up to 46.1 µM), for inactives: top-dose activation, most hits filed as activators; hit rate 0.31% among 410,000; note: potency is the fitted concentration of half-maximal effect; % of control where 0% means no effect; nearly all actives have a fitted effect of over 65% in size
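ARE activation measured as luciferase luminescence (Steady-Glo, 30 min RT) in AREc32_Fluc cells after 24 hr compound exposure at 37 deg C, 5% CO2; cells seeded overnight at 1000/well in OPTI-MEM, 5% FBS.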
Akt phos inh = HTS Assay for Inhibitors of Akt Phophorylation: Primary Screen; activity change, % for hits at 50 µM; AID 651550, 2012; hit rate 0.32% among 360,000; Neuro2A IGF-stimulated pAkt S473 HTRF, 20 min; active compounds read low; in the data active = activity change below about -80%; inconclusive = mostly about -51% to -80%; note: % is set by controls: 0 for no effect and ±100 for the full control effect
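Single-point screen (50 µM final compound) in Neuro2A cells stimulated 20 min with 6 nM IGF at 37 deg C. After lysis, Ser473-phosphorylated Akt read by HTRF (ex 330 nm, em 615/665 nm) as the 665/615 ratio.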
Mm-Cpn inhibitor = Inhibitors of TCP-1 ring complex (TRiC) of Methanococcus maripaludis (MmCpn): qHTS; purified Mm-Cpn ATPase, ADP Transcreener TR-FRET; Potency, µM (series often up to 76.9 µM), for the others: at the highest dose activity, negative = inhibition, most hits filed as inhibitors; hit rate 0.031% among 330,000; note: potency is the fitted concentration of half-maximal effect; % is set by controls: 0 for no effect and ±100 for the full control effect; nearly all actives have a fitted effect of over 80% in size
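TR-FRET (320 nm excitation; 590 and 665 nm emission) reports ADP made from 10 uM ATP by 25 nM enzyme; compounds were preincubated 10 min, reaction run 30 min, both at 37°C.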
Nrf2 block = Nrf2 qHTS screen for inhibitors | Potency, µM (doses to about 46 µM), without a hit: at the highest dose activity change, negative = inhibition, hits mostly inhibitors | A549 ARE-Fluc reporter, luciferase luminescence, 18-24 h | hit rate 2.1% among 360,000; note: potency is the fitted concentration of half-maximal effect; % is set by controls: 0 for no effect and ±100 for the full control effect; nearly all actives have a fitted effect of over 60% in size
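In this cell-based qHTS, ARE-driven firefly luciferase in A549 cells reports Nrf2 activity; the luminescent signal after BugLite lysis is the measured value, with a prior CellTiter-Fluor read for cell health.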
EPAC2 antagonist = qHTS for Antagonist of cAMP-regulated guanine nucleotide exchange factor 2 (EPAC2): primary screen | EPAC2 GEF exchange of Rap1B-BODIPY-GDP, fluorescence | Potency, µM (series often up to 114 µM), for the others: at the top dose activity, negative = inhibition, actives largely listed as inhibitors | hit rate 0.18% among 360,000; note: potency is the fitted concentration of half-maximal effect; % is set by controls: 0 for no effect and ±100 for the full control effect; nearly all actives have a fitted effect of over 45% in size; many of its hits are not listed in these tables
Target sequence (Q8WZA2 whole entry, looked up): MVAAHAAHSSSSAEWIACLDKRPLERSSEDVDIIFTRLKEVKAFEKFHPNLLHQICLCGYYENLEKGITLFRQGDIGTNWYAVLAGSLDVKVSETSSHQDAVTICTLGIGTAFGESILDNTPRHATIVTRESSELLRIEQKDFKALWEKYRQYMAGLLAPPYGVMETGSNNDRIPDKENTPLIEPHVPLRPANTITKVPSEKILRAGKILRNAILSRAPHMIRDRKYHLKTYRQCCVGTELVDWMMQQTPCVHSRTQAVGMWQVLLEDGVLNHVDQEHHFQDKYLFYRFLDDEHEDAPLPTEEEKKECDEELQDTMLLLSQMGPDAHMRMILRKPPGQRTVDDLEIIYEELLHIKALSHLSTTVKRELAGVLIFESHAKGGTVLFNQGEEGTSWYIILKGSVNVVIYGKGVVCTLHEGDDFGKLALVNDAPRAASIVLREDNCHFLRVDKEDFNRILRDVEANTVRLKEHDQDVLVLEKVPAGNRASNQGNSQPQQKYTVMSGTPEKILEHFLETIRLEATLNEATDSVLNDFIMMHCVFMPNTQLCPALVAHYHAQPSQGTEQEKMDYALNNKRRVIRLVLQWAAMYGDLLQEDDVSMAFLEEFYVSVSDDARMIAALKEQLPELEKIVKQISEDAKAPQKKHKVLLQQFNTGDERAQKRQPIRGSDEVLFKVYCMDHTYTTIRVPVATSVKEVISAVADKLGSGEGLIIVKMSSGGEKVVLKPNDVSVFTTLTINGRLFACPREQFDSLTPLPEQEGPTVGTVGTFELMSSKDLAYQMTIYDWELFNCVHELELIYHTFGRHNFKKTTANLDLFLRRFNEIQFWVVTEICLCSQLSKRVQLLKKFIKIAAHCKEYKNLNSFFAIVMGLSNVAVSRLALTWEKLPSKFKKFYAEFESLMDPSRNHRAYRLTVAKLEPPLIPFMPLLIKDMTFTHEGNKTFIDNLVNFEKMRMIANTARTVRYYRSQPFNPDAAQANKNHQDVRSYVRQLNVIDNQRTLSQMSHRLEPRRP
A549 tox = Nrf2 qHTS screen for inhibitors: counterscreen for cytotoxicity. hit rate 0.16% among 390,000. AID 504648, 2011. Potency, µM (series often up to 46 µM), inactives show at the top dose activity change, negative = cytotoxicity, hits mostly inhibitors. A549 ARE-Fluc cells, CellTiter-Fluor viability, 18-24 h; note: potency is the fitted concentration of half-maximal effect; % is set by controls: 0 for no effect and ±100 for the full control effect
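A549 ARE-Fluc cells in 5% FBS OPTI-MEM, 5000 cells/well, rested 2 h then exposed to compounds in concentration-response for 18-24 h at 37 °C. Viability by CellTiter-Fluor fluorescence (Ex 405/Em 525) after 30 min; luciferase luminescence (BugLite, 15 min, RT) read afterwards.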
EPAC2 ag = qHTS for Agonist of cAMP-regulated guanine nucleotide exchange factor 4 (EPAC2): primary screen; Rap guanine nucleotide exchange factor 4 (Homo sapiens), Q8WZA2; EPAC2 activation, biochemical qHTS; response scale: 100% = 6.5 mM cAMP response; Potency, µM (doses to about 154 µM), for the others: at the highest dose activation, most hits filed as activators; hit rate 0.079% among 360,000; note: potency is the fitted concentration of half-maximal effect; nearly all actives have a fitted effect of over 50% in size
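Fluorescence exchange assay: 100 nM EPAC2 with 250 nM RAP1B-BODIPY-GDP and 50 uM GDP; compounds tested as a concentration-titration series (qHTS). Loss of Rap1-bound BODIPY-GDP fluorescence read at 480/540 nm; data normalized to 6.5 mM cAMP.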
CCT modulator = High-Throughput Screening for Modulators of Cytosolic Chaperonin Activity | purified chaperonin ATPase assay, HTRF ADP detection, 30 min | hit rate 0.3% among 360,000 | activity change, % (no concentration beside the values), hits read low; in the data active = activity change below about -30%; note: % is set by controls: 0 for no effect and ±100 for the full control effect
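Enzyme 40 or 20 nM (batch-dependent) in Tris pH 7.4/KCl/MgCl2/DTT; cpd 76 uM single point; ATP 10 uM; 30 min 37 °C; Transcreener ADP HTRF detection, 30 min RT; ratio 665/615.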
TGFb inhibitor = qHTS for Inhibitors of TGF-b; HepG2 CAGA-GFP TGF-b/SMAD3 reporter, GFP fluorescence, 18 h; TGF-beta stimulated, 500 pg/mL final; Potency, µM (doses to about 46.1 µM), without a hit: top-dose activity, negative = inhibition, most hits filed as inhibitors; hit rate 1.2% among 410,000; note: potency is the fitted concentration of half-maximal effect; % is set by controls: 0 for no effect and ±100 for the full control effect; nearly all actives have a fitted effect of over 65% in size
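Inhibition was scored as loss of TGF-beta-induced (500 pg/mL final, 18 hours, 37 degrees C) GFP in HEPG2 cells carrying a CAGA-GFP reporter, in DMEM with 1% FBS. Well GFP was summed per cell; Activity was normalised to unstimulated and stimulated DMSO wells, then concentration-response fitting.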
* = called active by the depositor; i = inactive; ? = inconclusive; · = no result given; & = joins results of further samples; [ ] = another dose, or the depositor's remark. Unless noted, calls come from the whole dose curve; as a rule, active = well fitted curve in the direction sought with a large enough effect; inconclusive = small, poorly fitted or top-dose-only effect, or another doubt; inactive = no such curve, though single readings can be large; an effect the other way counts as inactive or inconclusive. A portion of the library; rates above refer to the full screens.

canonical_smiles,Nrf2 activator,Akt phos inh,Mm-Cpn inhibitor,Nrf2 block,EPAC2 antagonist,A549 tox,EPAC2 ag,CCT modulator,TGFb inhibitor
COc1cccc(OC)c1C(=O)N1CCN(Cc2ccccc2C)CC1,0.0%,i,-1.6%,4.9%,3.7%,-3.2%,-8.2%,2.0,6.7%
CCc1ccc(C2CC(=O)N(c3cccc(C(F)(F)F)c3)C3=C2C(=O)OC3)cc1 (stereo not given),0.5%,·,·,-14.2%,·,-6.6%,·,·,5.0%
O=C(O)CC1S/C(=N\N=C/c2ccccc2)N(c2ccc(O)cc2)C1=O (stereo not given),-0.8%,i,-3.4%,0.4%,-2.4%,0.5%,7.0%,-0.9,-1.4%
Cc1cc(NC(=O)/C=C/c2ccc(F)cc2)n(-c2nc3ccccc3[nH]2)n1,-0.3%,i,-0.5%,?,-0.8%,-15.2%,-15.7%,-2.6,6.7%
O=C(NNC(=S)NCc1ccc(Cl)cc1)c1ccc(Br)o1,0.0%,i,-0.4%,13.0%,-3.8%,0.8%,11.4%,-7.7,-11.5%
CCOC(=O)C1=C(CCc2ccccc2)NC(=O)NC1c1ccc(C#N)cc1 (stereo not given),-0.7%,i,·,-13.2%,7.8%,-7.4%,7.2%,-1.0,-1.4%
C[C@H](NC(=O)c1[nH]cnc1C(=O)Nc1ccc(Cl)cc1)c1ccccc1,0.4%,i,1.6%,18.4µM*,?,-10.4%,2.9%,-2.7,?
COCCN(CCOC)S(=O)(=O)c1ccc(C(=O)Nc2sc3c(c2C(N)=O)CCCCC3)cc1,6.3%,i,-0.1%,5.2%,1.6%,-7.9%,-14.1%,1.2,0.2%
Cn1c(CCCOc2ccc(Cl)cc2Cl)n[nH]c1=S,6.8%,i,1.9%,2.8%,-4.3%,1.8%,1.8%,-1.7,-12.2%
O=C(/C=C/c1ccccc1Cl)Nc1ccc(-c2nnc3n2CCCCC3)cc1,0.0%,i,2.7%,13.0%,8.3%,-4.8%,-0.1%,0.3,-2.7%
COc1ccc(C(=O)NCCN2C(=O)S/C(=C\c3cccnc3)C2=O)c(OC)c1OC,3.1%,i,2.3%,5.5%,4.2%,2.7%,17.8%,-0.1,10.3%
O=c1c2[nH]c3ccc(F)cc3c2ncn1CCN1CCN(Cc2ccccc2)CC1,2.0%,i,-3.7%,9.4%,-10.8%,0.3%,-1.4%,1.0,-1.9%
Cc1cccn2c(=O)c3cc(C#N)c(=NC(=O)c4ccccc4)n(Cc4ccco4)c3nc12,6.1%&27.0%,i,·,?,?,-19.0%&1.7%,-6.8%&-9.5%,-1.4&1.3,-22.2%&-7.6%
CCOc1cc(C)nc(N2CCN(C3CCCCC3)CC2)n1,-0.3%,i,0.2%,29.3%,12.4%,8.8%,-19.4%,0.6,-2.8%
CCCCn1nnnc1C(c1ccccc1)N1CCCN(Cc2ccc(F)cc2)CC1 (stereo not given),0.4%,i,·,·,-7.6%,·,11.2%,0.0,·
COc1ccccc1CN(C)C(=O)c1sccc1-c1ccccc1,2.6%,i,-5.3%,-0.8%,-1.6%,-9.5%,5.2%,0.1,-7.3%
CN(C)C(CNC(=O)CNC(=O)c1ccc(Br)cc1)c1ccccc1 (stereo not given),-0.2%,i,-4.4%,-8.9%,6.0%,3.9%,15.3%,-2.0,2.0%
COc1cc(C)c(S(=O)(=O)n2nnc3ccccc32)cc1C,-0.4%,i,0.7%,14.9%,-1.4%,2.2%,9.6%,0.7,1.1%
COc1ccc(CNC(=O)c2cc(-c3cc(C)ccc3O)n[nH]2)cc1,0.5%,i,0.6%,?,13.1%,-2.2%,-2.6%,-1.6,-13.9%
Cc1sc2c(c1C)c(=O)nc1scc(CC(=O)O)n12,-0.2%,i,-0.8%,3.0%,-11.1%,-7.1%,-6.8%,-3.3,-0.4%
COc1ccc(-n2c(SC)nc(O)cc2=O)cc1,0.2%,·,0.3%,·,2.4%,-2.8%,2.5%,0.7,-36.1%
CCN(CC)CCNC(=O)CCn1c(=S)[nH]c2cc3c(cc2c1=O)OCO3,-0.3%,i,0.8%,-6.8%,2.8%,0.0%,-3.3%,2.0,-10.4%
Cc1sc2ncn(CC(=O)NCc3ccccc3)c(=O)c2c1C,-0.7%,i,-0.3%,0.3%,13.3%,2.8%,6.0%,3.0,-1.3%
O=c1cc(CSc2nnc(COc3ccccc3)n2-c2ccccc2)c2ccccc2[nH]1,-0.8%,i,0.5%,-9.5%,4.1%,0.3%,4.5%,-0.7,2.6%
CSCCC(NS(=O)(=O)c1ccc(Cl)cc1)C(=O)OCC(=O)N1CCCc2ccccc21 (stereo not given),0.2%,i,1.1%,-5.6%,1.7%,-9.3%,12.5%,-2.0,4.6%
CCOc1ccc(C(F)(F)F)cc1NC(=O)COc1ccc(C(F)(F)F)cc1[N+](=O)[O-],3.2%,i,0.6%,-3.1%,-7.3%,-4.2%,6.7%,0.0,5.8%
CCCCNC(=S)Nc1ccc2nc(N3CCN(CC)CC3)cc(C)c2c1,5.5%,i,-0.9%,28.7%,-11.7%,-2.8%,8.5%,-0.1,-14.8%
COc1ccc(C(=O)Cn2nc(CNc3ccc(Br)cc3)[n+]3c2CCCCC3)cc1,1.4%,i,1.6%,-21.9%,5.9%,3.1%,0.1%,0.2,-2.7%
CCCn1c(NC(=O)c2cccc(C)c2C)nc2ccccc21,2.7%,i,-0.7%,?,-2.3%,-17.2%,11.0%,0.7,?
Cc1cc(C(=O)COC(=O)c2ccc(N)c([N+](=O)[O-])c2)c(C)n1Cc1ccc2c(c1)OCO2,-0.6%,i,0.2%,9.2%,-9.5%,-4.8%,-0.3%,0.7,10.7%
Cc1c(S(=O)(=O)c2cccc(Cl)c2)nnn1-c1cccc(C(F)(F)F)c1,-1.3%,·,·,?,·,-1.2%,·,·,-20.6%
Cc1ccc(CNC(=O)c2ccc(S(=O)(=O)N(C)C)cc2)n1C,0.2%,i,2.4%,6.1%,-9.5%,-0.8%,2.3%,-1.0,-10.5%
COC(=O)C1=C(C)N(Cc2ccc(OC)cc2)C(=O)/C1=C\c1ccco1,19.4%,i,0.1%,?,-7.7%,-20.2%,7.5%,-0.8,25.4%
CCOC(=O)CC/C(=N\NC(N)=O)c1ccc(OC)c(Cl)c1,2.0%,i,-0.1%,6.9%,12.0%,0.2%,9.1%,0.5,?
COc1cc(O)oc1C=Nc1ccccc1,2.2%,i,1.0%,11.2%,-2.1%,-2.4%,0.0%,-3.7,4.1%
CCNS(=O)(=O)c1ccc(CCC(=O)NCc2ccccc2)cc1,-0.6%[9.22 µM],i,-0.3%,-14.3%,-10.8%,-11.4%,1.4%,-3.9,8.0%
CN(C)c1ccc(/C=N/N2CCN(c3ccccn3)CC2)cc1,3.9%,i,-5.0%,21.5%,-4.5%,2.5%,0.4%,-2.3,-0.2%
COc1cc(CN2C(=O)C(NC(=O)c3ccco3)(C(F)(F)F)C3=C2CC(C)(C)CC3=O)cc(OC)c1 (stereo not given),0.2%,i,-2.2%,-11.4%,-5.3%,-3.3%,-6.0%,0.0,13.8%
Cc1ccc(C[n+]2cccc(-c3ccccc3)c2)c(C)c1,0.4%,i,-1.6%,?,9.8%,-2.4%,7.8%,-1.9,?
CCCN(C(=O)Cn1cc(S(=O)(=O)N2CCN(c3ccccc3F)CC2)c2ccccc2c1=O)c1cccc(C)c1,-0.4%,·,·,11.7%,·,-1.0%,·,·,-11.5%
COc1ccc(CNC(=O)CCCc2nnc3n(C(C)C)c(=O)c4sccc4n23)cc1,4.2%,·,·,-21.1%,·,0.0%,·,·,-5.8%
O=C1CSc2ccc(C(=O)O)cc2N1,0.4%,i,-1.5%,-3.1%,-10.4%,1.6%,8.6%,1.0,-9.5%
COc1ccc(NC(=O)CCNS(=O)(=O)c2cccc3nsnc23)cc1Cl,0.2%,·,·,4.3%[9.27 µM],·,2.1%,·,·,8.8%
N#CC1=C(N)Oc2n[nH]c(-c3cccs3)c2C1c1cccnc1 (stereo not given),-0.3%,i,-2.4%,5.9%,9.6%,-9.3%,-3.7%,-1.8,-4.0%
Cc1cc(Br)cc2cn[nH]c12,3.2%,i,-4.1%,-18.0%,-0.5%,2.8%,3.3%,0.8,22.7%
COc1cccc(NC(=O)N2C3CCCC2CC(NC(C)=O)C3)c1 (stereo not given),0.6%,i,0.9%,2.8%,7.4%,-1.6%,7.8%,-2.6,12.1%

Bioassay records deposited in PubChem by National Center for Advancing Translational Sciences (NCATS).
